# Screens: PubChem BioAssay, several laboratories
# M5 antag – CHRM5 antagonism in calcium assay. inhibition, % at 3 µM. 0.59% of 360,000 active. CHO-hM5 cells, Fluo-8 calcium fluorescence, ACh EC80;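 active = inhibition above a per-plate cutoff, the mean of that plate's test compounds plus 3 SD, cut at about 27% in these data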;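 note: 0% = acetylcholine EC80 with DMSO and 100% = DMSO without agonist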
# Target sequence (P08912 whole entry, looked up): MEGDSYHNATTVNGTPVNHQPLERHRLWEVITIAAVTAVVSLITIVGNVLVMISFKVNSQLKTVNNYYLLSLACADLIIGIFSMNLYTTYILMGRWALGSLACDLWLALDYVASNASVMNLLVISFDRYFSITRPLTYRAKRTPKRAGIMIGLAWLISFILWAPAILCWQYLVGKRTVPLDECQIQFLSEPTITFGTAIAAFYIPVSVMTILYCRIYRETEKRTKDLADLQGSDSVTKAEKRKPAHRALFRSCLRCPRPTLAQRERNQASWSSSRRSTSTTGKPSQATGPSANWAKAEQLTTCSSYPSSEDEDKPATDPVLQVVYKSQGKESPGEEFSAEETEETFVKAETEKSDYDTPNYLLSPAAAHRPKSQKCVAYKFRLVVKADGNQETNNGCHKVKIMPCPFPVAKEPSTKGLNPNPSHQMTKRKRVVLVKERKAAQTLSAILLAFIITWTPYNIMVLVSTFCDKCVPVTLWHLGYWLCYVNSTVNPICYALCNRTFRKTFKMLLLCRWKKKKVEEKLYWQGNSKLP
# CRFBP-R2 agonist – CRF-BP/CRF-R2 complex agonism | HEK293 CRF-R2/CRF-BP, calcium dye fluorescence (FLIPR); percent of saturating CRF peptide response | activation, % at 13.2 µM | 0.46% of 350,000 active | AID 588473;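 active = activation of at least 50%, plus an integration ratio under a set limit after plate pattern correction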;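 note: plate controls were neutral control wells without compound for no effect and CRF at EC100 for full effect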
# CRFR2-BP antag – antagonists of CRF-binding protein/CRF-R2 receptor complex | inhibition, % at 11.8 µM | 0.59% of 350,000 active | HEK293 CRF-R2/CRF-BP, CRF-induced calcium fluorescence;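 active = inhibition of the ligand-induced calcium signal above about 50% at the single tested concentration, limit read from the data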
# M5 ag – CHRM5 agonism in calcium assay; 0.19% of 360,000 active; activation, % at 3 µM; AID 624037; CHO-K1 hM5 cells, Fluo-8 calcium fluorescence; 0% DMSO wells, 100% maximal acetylcholine response; P08912;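 active = activation above the run's mean over test compounds plus 3 SD, cut at about 23% in these data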;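 note: signal is peak over basal fluorescence ratio across the kinetic read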
# TAAR1 ag – agonists of human TAAR1; AID 624467; CHO RD-HGA16 TAAR1, Fluo-8 calcium fluorescence; vehicle wells 0%, saturating PEA agonist 100%; 0.99% of 360,000 active; Q96RJ0; activation, % at 3 µM;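 active = activation above the mean activation of all test compounds in the run plus 3 SD, cut at about 38% in these data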
# Target sequence (Q96RJ0 whole entry, looked up): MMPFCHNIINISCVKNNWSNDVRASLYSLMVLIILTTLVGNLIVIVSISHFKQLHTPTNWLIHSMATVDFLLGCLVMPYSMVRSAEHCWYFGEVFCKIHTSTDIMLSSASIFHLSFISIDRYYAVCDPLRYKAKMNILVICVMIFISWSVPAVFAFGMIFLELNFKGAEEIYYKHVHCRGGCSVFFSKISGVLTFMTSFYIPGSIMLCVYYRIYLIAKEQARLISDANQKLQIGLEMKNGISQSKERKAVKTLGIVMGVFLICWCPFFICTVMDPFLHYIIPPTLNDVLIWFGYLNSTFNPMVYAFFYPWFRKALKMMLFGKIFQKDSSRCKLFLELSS
#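 Test system: RD-HGA16 (CHO) cells co-expressing Gα16 and hTAAR1 / Benchmarks: DMSO vehicle as 0%, PEA at EC100 as 100% / Repeats: no replicates (n 1) / Measure: % activation from peak over basal fluorescence ratio, DMSO-to-PEA scaled / Timing: 17-24 h plating, Fluo-8 75 min 37 °C, 30 min RT / Technique: kinetic Fluo-8 calcium fluorescence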
# CHRM5 PAM – potentiates acetylcholine response at human M5 receptor | P08912 | CHO-K1 hM5, Fluo-8 calcium, ACh EC20 PAM; 0% = ACh EC20, 100% = ACh EC100 | activation, % at 3 µM | 0.3% of 360,000 active | AID 624038;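 active = activation above the run cutoff, the mean activation of all test compounds plus 3 SD, cut at about 18% in these data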
#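 Probe or stimulus: acetylcholine, EC20 level; Assay system: human M5 receptor in CHO-K1 cells; Schedule: compound preincubation 140 s before EC20 acetylcholine addition; Technique: intracellular calcium via Fluo-8 fluorescence; Dosing: single-point, 3 µM nominal; Read-out basis: percent activation from peak-over-basal fluorescence ratio, scaled EC20-to-EC100 acetylcholine; Repeats: one well per compound, no replicates.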
# TAAR1 antagonist – human TAAR1 antagonism; Q96RJ0; CHO RD-HGA16 TAAR1, Fluo-8 calcium fluorescence, antagonist; inhibition, % at 3 µM; 1.5% of 360,000 active; AID 624466;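 active = inhibition above a per-plate cutoff, the mean inhibition of test compounds on that plate plus 3 SD, cut at about 49% in these data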;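 note: 0% = DMSO plus EC80 beta-PEA response and 100% = DMSO alone without agonist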
#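 Test system: RD-HGA16 CHO cells with stable hTAAR1 and Gα16 / Probe or stimulus: EC80 β-phenethylamine stimulus / Times: seeding 17-24 h prior, 75-min 37 °C, 30-min RT dye loading / Detection: Fluo-8 calcium-sensitive fluorescence / Read-out basis: % inhibition scaled between DMSO and EC80 PEA controls / Repeats: singlicate, one well per test compound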
# CHO-K1 Ca PAM – counter-screen for M1 PAMs: effect in parental CHO-K1 cells; ATP EC20, Fluo-8 calcium fluorescence; 0% at ATP EC20, 100% at ATP max; activation, % at 3 µM; 0.02% of 360,000 active; AID 602247;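 active = activation above the run cutoff, the mean activation of all test compounds plus 3 SD, cut at about 40% in these data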;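 note: peak over basal fluorescence ratio in a 140 s read after ATP addition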
# M4 PAM – potentiates acetylcholine response at human M4 receptor; CHO-K1 hM4/Gqi5, Fluo-8 calcium fluorescence, ACh EC20; 0% = ACh EC20, 100% = maximal ACh; activation, % at 3 µM; 0.4% of 360,000 active; AID 624126;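 active = activation above its plate's cutoff, the mean activation of sample wells plus 3 SD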; note: some results filed as inactive read as strong as hits
# Numbers without * were called inactive; nt = not tested or not shown.
SMILES,M5 antag,CRFBP-R2 agonist,CRFR2-BP antag,M5 ag,TAAR1 ag,CHRM5 PAM,TAAR1 antagonist,CHO-K1 Ca PAM,M4 PAM
CCOc1cc(/C=C/C(=O)O)ccc1OCCO,9,0.9,-2,-1,2,-5,21,-17,-4
Cc1nc2c(nnn2Cc2ccccc2Cl)c(=O)[nH]1,9,-1.0,23,3,0,3,-9,12,7
O=S(=O)(NN=C1CCCCCCC1)c1ccc(Br)cc1,-5,-1.5,-7,-3,14,12,0,21,3
O=C(CSc1nc2ccc(Cl)cc2[nH]1)Nc1ccc2c(c1)CCC2,8,3.9,-6,0,8,-13,-10,13,8
N#Cc1c(NC(=O)/C=C/c2ccco2)sc2c1CCCC2,3,-0.8,-17,-3,1,3,5,4,27
COc1cc2c(cc1OC)C(C)N(C(=S)NC(=O)c1ccccc1)CC2 (stereo not given),-4,-0.4,-2,4,3,-5,-6,16,-3
CC(C)(C)OC(=O)N/N=C\C=C\c1ccc2c(c1)OCO2,-10,-0.9,-2,-3,11,-8,25,-12,-10
CSc1ccccc1NC(=O)c1ccc(N2CCCC2=O)cc1,10,-1.6,15,1,5,0,4,14,6
CCc1cc2c(SCC(=O)Nc3ccc(Cl)cn3)ncnc2s1,-7,1.2,-16,0,8,3,2,23,4
COc1ccc2c(c1OC)C(CC(C)=O)N1CCc3cc4c(cc3C1C2=O)OCO4 (stereo not given),-3,nt,nt,3,5,2,-10,-7,-1
COc1cc(-c2nc3ccc(C)cn3c2Nc2ccc3c(c2)OCCO3)ccc1O,1,-0.2,42,0,11,-8,11,-6,-15
COc1ccccc1NC(=O)NC1(C(=O)NCC2CCCO2)CCCCC1 (stereo not given),17,-0.6,1,-2,-2,-4,2,8,1
CS(=O)(=O)Nc1ccc2c(c1)ncn2CCc1ccccc1,5,-1.0,-6,-4,-1,2,8,-16,1
O=C(Nc1c(-c2ccccc2)nc2ccccn12)c1ccco1,-2,0.5,-6,1,10,-4,-3,17,6
CC(=O)NC1CC2CCCC(C1)N2S(=O)(=O)c1ccccc1 (stereo not given),-2,-1.3,3,3,1,3,-24,5,-1
N#Cc1cccc(CN2C=NS(=O)(=O)c3ccccc32)c1,7,2.1,5,-3,0,2,-7,9,4
CC(=O)c1ccc(N2CCN(CC(=O)Nc3cc(C)on3)CC2)cc1,3,0.4,21,2,1,2,3,5,1
O=C(O)c1ccn2c(C(=O)c3ccc(Cl)cc3)c(-c3ccccc3)cc2c1,-2,-1.3,20,-9,-2,5,-15,12,-2
Cc1cccnc1CN1CCN(C(=O)c2cc(COc3ccc4ncccc4c3)on2)CC1,26,-0.3,-6,10,10,-25,8,4,-14
Cc1ccc(S(=O)(=O)N2CCN(C(=O)CCC(=O)Nc3ccc(F)cc3F)CC2)cc1,9,0.3,0,-2,12,-10,-13,-3,1

# Looked up by structure from above, 7 records:
SMILES,M5 antag,CRFBP-R2 agonist,CRFR2-BP antag,M5 ag,TAAR1 ag,CHRM5 PAM,TAAR1 antagonist,CHO-K1 Ca PAM,M4 PAM
CC(=O)c1ccc(N2CCN(CC(=O)Nc3cc(C)on3)CC2)cc1,3,0.4,21,2,1,2,3,5,1
Cc1cccnc1CN1CCN(C(=O)c2cc(COc3ccc4ncccc4c3)on2)CC1,26,-0.3,-6,10,10,-25,8,4,-14
O=C(Nc1c(-c2ccccc2)nc2ccccn12)c1ccco1,-2,0.5,-6,1,10,-4,-3,17,6
CS(=O)(=O)Nc1ccc2c(c1)ncn2CCc1ccccc1,5,-1.0,-6,-4,-1,2,8,-16,1
COc1cc(-c2nc3ccc(C)cn3c2Nc2ccc3c(c2)OCCO3)ccc1O,1,-0.2,42,0,11,-8,11,-6,-15
CC(=O)NC1CC2CCCC(C1)N2S(=O)(=O)c1ccccc1 (stereo not given),-2,-1.3,3,3,1,3,-24,5,-1
N#Cc1cccc(CN2C=NS(=O)(=O)c3ccccc32)c1,7,2.1,5,-3,0,2,-7,9,4

# Continued.
SMILES,M5 antag,CRFBP-R2 agonist,CRFR2-BP antag,M5 ag,TAAR1 ag,CHRM5 PAM,TAAR1 antagonist,CHO-K1 Ca PAM,M4 PAM
COc1ccc(S(=O)(=O)NC(C)C(=O)NCCN2CCOCC2)cc1Cl (stereo not given),4,4.7,-4,-2,3,1,3,5,4
COc1ccc(CCC(C)NCCc2ccc(Cl)cc2Cl)cc1 (stereo not given),10,1.0,-15,-9,48*,-5,36,22,-13
CN(C)C(=O)CSc1nnc([C@H](Cc2c[nH]c3ccccc23)NC(=O)OC(C)(C)C)o1,0,1.1,11,1,9,2,7,16,9
CCOC(=O)[C@@H]1[C@H]2COc3ccccc3[C@@H]2N2C(=O)N(c3ccc(C)cc3)C(=O)[C@@]12C,7,-1.0,2,0,2,5,7,8,12
CCc1cc2c(=O)[nH]cnc2s1,-1,-2.4,17,1,9,-3,-9,12,5
COc1cc(CN(CC2CCCO2)C(=O)c2cccs2)cc(OC)c1OC (stereo not given),2,0.1,1,0,3,3,-1,10,6
CCN(CC)Cc1cc(C(=O)O)c(-c2ccccc2)o1,7,2.2,-2,1,0,-5,-6,1,-4
C[C@@]12C(=O)Nc3ccccc3C(=O)N1[C@H]1c3cc(Cl)ccc3OC[C@@H]1[C@@H]2c1ccccc1,9,2.0,11,-7,0,-23,13,-4,-13
Cc1ccc(-c2cc(-c3ccc(C)o3)nc(N)c2C#N)cc1,-5,-0.1,6,3,4,3,7,12,3
O=C(O)Cc1sc(-c2ccc(Cl)cc2)nc1-c1ccccc1,-1,-1.0,21,-11,10,-2,12,-3,-1
Cc1ccc(CNC(=O)C2CCCN(S(=O)(=O)c3c(C)[nH]c(=O)[nH]c3=O)C2)cc1 (stereo not given),0,0.1,11,-1,0,1,-4,-2,-1
Clc1ccc2nc(CN3CCCCC3)cn2c1,-3,-4.2,-8,-6,5,5,-18,20,-4
Cc1cccc(C)c1NC(=O)C1c2cccc[n+]2CC(=O)N1Cc1cccs1 (stereo not given),1,-1.2,6,0,3,4,6,14,-1
Cc1ccc(NC(=O)c2sc3nc(N4CCOCC4)c4c(c3c2N)CC(C)(C)OC4)cc1,13,0.5,-5,-1,-1,-1,-28,-8,-4
Cc1ccc2sc(NNC(=O)c3ccc4c(c3)OCCO4)nc2c1C,5,-0.9,-30,0,16,-2,-14,0,-3
O=C(N/C(=C/c1ccco1)C(=O)N1CCOCC1)c1ccc([N+](=O)[O-])cc1,3,-0.5,-13,-2,0,-4,-5,7,-1
O=C(/C=C/c1ccccc1)NCCc1ccccc1,5,1.6,-5,-1,0,-1,-8,14,3
COC(=O)[C@@]12C[C@@H](CC(=O)NCc3ccc(C)o3)C(=O)N(Cc3cccc4ccccc34)C1=CCC(C)(C)C2,-6,nt,nt,1,-1,5,-23,nt,6
COc1ccc(S(=O)(=O)Nc2ccc(S(=O)(=O)Nc3nccs3)cc2)cc1,12,2.6,3,-2,3,-1,8,15,-5
COC(=O)C[C@H]1C=C[C@H](NC(=O)C2CCOCC2)[C@@H](CO)O1,-4,nt,nt,1,4,4,-2,nt,8
O=C(Nc1ccc(C(=O)N2CCN(c3ccc(F)cc3)CC2)cc1)C1=CSCCO1,4,-1.6,-8,1,0,-4,-19,-12,-1
CC(C)CC(=O)NC(=S)N1CCCCCC1,7,-2.4,-3,2,2,-4,-12,15,-3
Cc1cc(-c2nnc(CCC(=O)NC(C)c3ccc(F)cc3)o2)no1 (stereo not given),-4,-0.8,13,-2,10,3,-34,19,2
O=C(C1=C(O)C(=O)N(Cc2ccco2)C1c1ccccc1F)c1cccs1 (stereo not given),-6,-1.6,16,-2,11,-1,11,19,3
CCOC(=O)C1(CCCc2ccccc2)CCN(C(=O)CCN2CCCCC2=O)CC1,4,1.3,11,0,4,-2,-5,4,-3
CC(C)(C)C(=O)N1CCN(C(=O)c2ccco2)CC1,11,1.3,2,-2,-3,-2,10,9,2
COc1ncnc2sc3c(c12)CCCC3,-5,0.7,4,0,18,0,11,-3,4
CCOc1ccc(N2C(=O)CS/C2=N/NC(=O)COc2ccc3ccccc3c2)cc1,4,-1.9,-27,-1,1,-7,-4,14,10
O=C(/C(=N\O)n1cncn1)c1ccc(Br)cc1Br,-6,3.5,15,-3,1,-2,15,-5,14
CN[C@@H](CO)C(=O)NC[C@H]1O[C@@H](n2cc(C)c(=O)[nH]c2=O)C[C@@H]1O,-3,7.0,18,1,4,-1,-3,-8,1
COc1cc(CC(=O)O)c([N+](=O)[O-])cc1OC,9,0.5,-13,-2,0,4,-7,5,6
Oc1ccc(-c2cn3c(n2)SCC3)cc1,-2,1.6,9,4,8,3,-2,16,10
COC(C[C@@H]1O[C@@H]1[C@H](O)COCc1ccccc1)OC,5,-0.2,-5,1,2,2,5,13,6
Cc1cccc(NC(=S)NNC(=O)c2ccccc2OC(F)F)c1,-1,-2.5,23,2,6,-1,3,15,-1
COc1ccc(C(=O)Nc2ccc(C(=O)O)cc2NC(=O)c2ccc(OC)cc2)cc1,11,-1.0,1,-3,1,0,-20,9,7
O=C(CSc1nnc(CNC(=O)c2c(F)cccc2Cl)o1)Nc1ccc2c(c1)OCO2,4,2.1,1,1,4,2,-21,8,-8
COC(=O)c1cc(=O)nc2sc(-c3cccs3)nn12,-3,0.6,1,1,6,2,0,5,3
O=C(Nc1ccc2c(c1)nc1n2CCOC1)C1CCCCC1,-1,-0.8,3,1,14,-1,8,19,4
COc1ccc(C(Nc2ccc(S(=O)(=O)N3CCOCC3)cc2)C(=O)NCCC(C)C)cc1OC (stereo not given),13,3.5,0,1,10,-2,-4,11,-2
Cc1noc(C)c1-c1ccc2ncnc(NCC3CCCCN3C)c2c1 (stereo not given),8,0.2,9,-5,2,3,12,11,6
CCOC(=O)c1cccc(-n2c(C)nc3ccccc3c2=O)c1,2,-2.2,-2,-4,2,0,-2,12,5
COc1cc(NS(=O)(=O)c2ccc(C)cc2)c2ncccc2c1,22,0.2,11,-6,5,-1,0,18,0
CCN(CC)c1ccc(S(=O)(=O)N2CCOCC2)cc1NC(=O)CN1C(=O)NC2(CCCC2)C1=O,-8,-0.2,-7,1,11,1,-40,15,3
Cc1ccc(Cc2cnc(NC(=O)C3CCCO3)s2)cc1 (stereo not given),-7,-5.3,-31,-2,2,1,5,19,-7
N=c1c(C(=O)NC2CCCCC2)cc2c(=O)n3ccccc3nc2n1Cc1ccco1,8,2.7,6,-4,0,-1,0,14,-5
Cc1ccc2cccc(S(=O)(=O)Nc3c(C)n(C)n(-c4ccccc4)c3=O)c2n1,5,0.4,10,-4,4,-3,0,12,0
CCCc1cc(=O)[nH]c(SCC(=O)N2CCC(C)CC2)n1,-10,0.3,-1,-2,nt,1,nt,9,2
